# Compound activity deposited in PubChem BioAssay by several laboratories.
# KOR beta-arrestin-1 – kappa opioid receptor activators – cell-based, luminescence, uHTS, primary screen (AID 1777); KOR beta-arrestin recruitment, luminescence; higher % means a stronger effect; activation, % at 10 µM; hits with a dose series show EC50 in µM; actives 0.02% (n = 280,000); in the data active = activation above about 50%, passing the limit was not always enough; note: a part of the inactive calls stands beside numbers as strong as those of hits
# Rac1 GTP hydrolysis – MgcRacGAP GTPase-activating activity inhibitors, confirmation, biochemical, ADP Hunter fluorescence; MgcRacGAP-stimulated Rac1 GTP hydrolysis, ADP Hunter fluorescence; higher % means a stronger effect; GST-tagged Rac1 F28L mutant substrate; inhibition, % at 30 µM, or IC50 in µM where a hit was titrated; AID 624330; actives 0.6% (n = 340,000);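 active = first-screen hits whose inhibition reached a set limit at any dose in the follow-up dose series; inconclusive = inhibition above the set first-screen limit but never retested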;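 note: fluorescence reports GDP produced by GAP-driven GTP hydrolysis; strong numbers were not always called active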
# NTR1 agonist – NTR1-driven beta-arrestin-GFP spot formation – imaging, U2OS cells, high content, primary screen (AID 493036); activation, % at 20 µM; agonist mode; actives 0.17% (n = 330,000);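 active = activation at or above 40% of the spot to cytoplasm intensity ratio, with at least 20 cells analyzed; inconclusive = wells under 20 cells, flagged as cytotoxic or low count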;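 note: 0% = DMSO without peptide and 100% = 100 nM NTR1 peptide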
# Target sequence (P30989 whole entry, looked up): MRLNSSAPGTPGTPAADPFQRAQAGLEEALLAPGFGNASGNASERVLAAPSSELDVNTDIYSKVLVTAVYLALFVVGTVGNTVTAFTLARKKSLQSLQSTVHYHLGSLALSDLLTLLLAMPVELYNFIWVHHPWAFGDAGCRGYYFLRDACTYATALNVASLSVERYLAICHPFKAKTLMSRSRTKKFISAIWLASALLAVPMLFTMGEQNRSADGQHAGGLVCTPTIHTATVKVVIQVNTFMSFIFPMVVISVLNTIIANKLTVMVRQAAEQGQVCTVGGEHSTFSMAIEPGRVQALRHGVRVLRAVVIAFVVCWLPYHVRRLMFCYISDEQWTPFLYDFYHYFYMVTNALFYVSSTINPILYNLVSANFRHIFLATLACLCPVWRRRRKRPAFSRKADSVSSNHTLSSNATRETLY
# KOR beta-arrestin-2 – KOR antagonists, beta-arrestin recruitment, cell-based, luminescence, uHTS (AID 1778) | actives 0.091% (n = 290,000) | inhibition, % at 10 µM, or IC50 in µM where a hit was titrated | KOR beta-arrestin recruitment, luminescence, antagonist mode; higher % means a stronger effect; in the data active = inhibition above about 50%; note: strong numbers were not always called active
# K1F lysis inhibition – protection from phage-mediated lysis, alamar blue read-out – E. coli UTI89, K1F phage, bacterial capsule biogenesis inhibitors (AID 488966). actives 0.02% (n = 340,000). inhibition, % at 100 µM, or IC50 in µM where a hit was titrated. E. coli UTI89 K1F phage lysis, alamar blue, 2 h; higher % means a stronger effect;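 active = phage lysis inhibition, versus mean bacterial control, above a set limit; inconclusive = no clear call, values can overlap the other calls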;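 note: capsule biogenesis inhibitors block K1F phage lysis so surviving cells raise fluorescence; higher fluorescence means more inhibition of phage lysis; actives were called in the ten point dose series up to 300 µM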
# NOD1 inhibition – inhibition of NOD1-driven NF-kB reporter – cell-based, luminescence, uHTS, primary screen (AID 1578); NOD1-driven NF-kB luciferase reporter cells, luminescence; higher % means a stronger effect; actives 1% (n = 290,000); one-dose inhibition, % at 4 µM; EC50 in µM for titrated hits; in the data active = inhibition mostly above about 36%, no sharp cut-off; inactive = mostly below about 34%;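 note: HEK-293T reporter cells stimulated with the NOD1 agonist gamma-tri-DAP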
# GPR35 arrestin U2OS – GPR35 antagonists blocking zaprinast-driven arrestin recruitment, primary screen, imaging, U2OS, beta-arrestin-GFP, zaprinast agonist (AID 2058). U2OS GPR35 beta-arrestin-GFP translocation imaging, zaprinast antagonism; higher % means a stronger effect. inhibition, % at 10 µM; hits with a dose series show IC50 in µM. actives 0.052% (n = 290,000);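 active = inhibition of at least 50% with at least 30 cells and total cytoplasm GFP at most 10,000,000; inconclusive = under 30 cells or total GFP of 10,000,000 plus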
# GPR55 LPI antagonism – GPR55 antagonists blocking LPI-driven arrestin recruitment, primary screen, imaging, U2OS, beta-arrestin-GFP, LPI agonist (AID 2013) | U2OS GPR55 beta-arrestin-GFP translocation imaging, LPI antagonism; higher % means a stronger effect | one-dose inhibition, % at 10 µM; IC50 in µM for titrated hits | actives 0.13% (n = 290,000);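 active = spots per cell inhibited over 60%, with over 100 cells counted and total cytoplasm intensity under 500,000; inconclusive = wells with under 100 cells, flagged as likely toxic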;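 note: U2OS cells stably carrying GPR55 and arrestin-GFP stimulated by 5 µM LPI near EC80; imaged beta-arrestin-GFP aggregate spots per cell after agonist stimulation; plate controls were LPI-stimulated DMSO wells for no effect and DMSO wells without LPI for full effect; some results filed as inactive read as strong as hits; confirmed hits need IC50 under 10 µM and bright autofluorescent wells are also inconclusive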
# GPR55 activation – GPR55 agonists via beta-arrestin recruitment, primary screen, imaging, U2OS cells, beta-arrestin-GFP redistribution (AID 1961). U2OS GPR55 beta-arrestin-GFP redistribution imaging; higher % means a stronger effect. activation, % at 10 µM; hits with a dose series show EC50 in µM. actives 0.048% (n = 290,000);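 active = activation above 40% with more than 50 cells counted in the well; inconclusive = wells holding fewer than 50 cells, flagged as toxic or sparse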;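 note: U2OS osteosarcoma cells stably expressing GPR55 and beta-arrestin-GFP; plate controls were DMSO negative control for no effect and LPI positive control for full effect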
# NTR1 agonist cell count 20 µM – recorded beside NTR1 agonist, whose call it bears; cell count; measured here: cell count, cytotoxicity flag
# * hit, by the source's call; i = inactive; ? = inconclusive; · = no result given; [ ] = dose if it differs, or a comment. Not all compounds are listed, so the mix of outcomes need not match the whole.
1	Cc1cccc(C)c1N=Cc1c(O)n(-c2nccs2)c(=O)c2ccccc12
2	COc1ccc(-c2cc3c(=O)n(CC(=O)N4CCCCC4)ncn3n2)cc1
3	COC(=O)c1ccc(OCCCCN(C)Cc2ccccc2)cc1
4	Cc1ccc(-c2csc(Nc3ccc(C(=O)O)cc3)[n+]2Cc2ccccc2)cc1
5	N#C/C(=C(\O)c1ccco1)c1ccccn1
6	COc1cccc2cc(C(=O)C3=C(O)C(=O)N(CCN4CCOCC4)C3c3ccc(C)o3)oc12 (stereo not given)
7	COc1cc2c(cc1OC)CN(C(=O)CN(C)S(=O)(=O)c1ccc(NC(C)=O)cc1)CC2
8	COc1ccc(N2CCN(c3ccc([N+](=O)[O-])cc3Cl)CC2)cc1
screen / no.	1	2	3	4	5	6	7	8
GPR35 arrestin U2OS	-8%	15%	-1%	-24%	9%	11%	0%	-4%
NOD1 inhibition	-20%	-18%	-7%	18%	5%	-2%	-4%	-25%
Rac1 GTP hydrolysis	8%	5%	17%	1%	5%	3%	-3%	-16%
KOR beta-arrestin-1	1.3%	1.3%	-4.6%	-3.0%	-4.9%	-4.3%	-2.2%	0.4%
GPR55 activation	0.2%	0.3%	-0.1%	0.2%	-0.6%	0.2%	0.4%	-0.3%
NTR1 agonist	7.4	1.1	1.7	1.2	-0.7	1.8	0.8	1.8
K1F lysis inhibition	9.0%	0.5%	-1.8%	0.1%	0.0%	-1.8%	-0.3%	-1.1%
NTR1 agonist cell count 20 µM	48	50	66	63	46	60	56	55
KOR beta-arrestin-2	7%	-42%	4%[20 µM]	-26%[20 µM]	-30%	0%	16%	21%
GPR55 LPI antagonism	8%	-9%	-20%	-2%	-14%	12%	-8%	14%

9	CC1CCCC(NC(=O)C2N(CCCN3CCCC3)C(=O)C3C(C(=O)Nc4ccc(Cl)cc4)C4C=CC32O4)C1C (stereo not given)
10	COc1cc(NC(=O)Cn2cnc(S(=O)(=O)N3CCc4ccccc43)c2)cc(OC)c1OC
11	CCN(CC)CCOC(=O)c1ccc(NC(=O)CCCN2C(=O)S/C(=C/c3ccc(OC)cc3)C2=S)cc1
12	CN(c1ccc(OCc2nnc(-c3ccccc3)o2)cc1)S(=O)(=O)c1ccccc1
13	N#C/C=C1/NC(=O)c2ccccc2S1
14	Cc1nn(C)cc1-c1n[nH]c(=S)n1-c1ccc(Cl)cc1
15	CCCC(c1nnnn1CS(=O)(=O)c1ccc(C)cc1)N1CCN(c2ccc(F)cc2)CC1 (stereo not given)
16	COc1ccccc1CCNC(=O)C(=O)NCC1OCCN1S(=O)(=O)c1ccc(OC)c(OC)c1 (stereo not given)
screen / no.	9	10	11	12	13	14	15	16
GPR35 arrestin U2OS	9%	15%	14%	-10%	22%	17%	11%	5%
NOD1 inhibition	-24%	-20%	20%	34%	14%	-17%	-20%	-21%
Rac1 GTP hydrolysis	-1%	12%	4%	3%	9%	1%	7%	1%
KOR beta-arrestin-1	-4.5%	-4.8%	-0.1%	-1.4%	-5.2%	0.5%	-0.4%	-1.0%
GPR55 activation	-0.2%	-0.2%	-0.2%	-0.1%	-0.2%	-0.5%	-0.1%	0.0%
NTR1 agonist	-1.2	-0.5	15	2.3	-0.9	-0.2	-2.3	-0.2
K1F lysis inhibition	-0.4%	-0.9%	-0.6%	0.3%	0.2%	-0.1%	?	4.2%
NTR1 agonist cell count 20 µM	59	55	34	56	44	73	87	48
KOR beta-arrestin-2	1%	-15%	-25%	-29%	-2%	-11%	-1%	-16%[20 µM]
GPR55 LPI antagonism	-4%	3%	-9%	-7%	9%	16%	1%	2%

17	COc1ccc(NC(=O)Cn2nnc(C(=O)NCCc3ccccc3)c2N)c(OC)c1
18	CCOc1ccc(C(CC(=O)O)NC(=O)C23CC4CC(CC(C4)C2)C3)cc1 (stereo not given)
19	CCOc1cc(/C=N\NC(=O)c2ccc(C)nc2)ccc1OC(=O)c1ccc(F)cc1
20	CC(=O)N1C(C)c2ccccc2C(C)(C)CC12CCCCC2 (stereo not given)
21	C=CCOC(=O)C1=C(C)NC(=O)NC1c1ccc(OC(=O)c2ccco2)c(OC)c1 (stereo not given)
22	O=C(Nc1ccc(Cl)c([N+](=O)[O-])c1)c1ccncc1
23	O=C1C(c2ccnc3ccccc23)=C(O)c2ccccc21
24	CN1C(=O)/C(=C\c2ccc(N(C)C)cc2)OC1=S
screen / no.	17	18	19	20	21	22	23	24
GPR35 arrestin U2OS	9%	20%	8%	8%	-12%	-2%	-9%	1.1µM*
NOD1 inhibition	-8%	-21%	-16%	26%	-11%	-4%	-10%	-39%
Rac1 GTP hydrolysis	4%	7%	0%	-11%	9%	3%	15%	12%
KOR beta-arrestin-1	6.7%	-4.3%	-2.0%	-4.1%	-1.1%	0.9%	0.3%	1.8%
GPR55 activation	-0.3%	0.5%	0.1%	-0.2%	-0.1%	-0.4%	0.2%	-0.3%
NTR1 agonist	0.7	3.9	-0.4	0.8	-0.6	-0.7	-0.6	-1.9
K1F lysis inhibition	0.4%	1.5%	-0.2%	0.5%	-0.3%	1.7%	3.4%	0.3%
NTR1 agonist cell count 20 µM	62	73	55	51	44	45	40	65
KOR beta-arrestin-2	-24%	-17%	-12%	2%	-20%	-1%	-16%	-26%[20 µM]
GPR55 LPI antagonism	5%	1%	0%	-4%	19%	-3%	-3%	32%

# Some of these compounds in order of formula weight, lowest first:
23	O=C1C(c2ccnc3ccccc23)=C(O)c2ccccc21
20	CC(=O)N1C(C)c2ccccc2C(C)(C)CC12CCCCC2 (stereo not given)
19	CCOc1cc(/C=N\NC(=O)c2ccc(C)nc2)ccc1OC(=O)c1ccc(F)cc1
17	COc1ccc(NC(=O)Cn2nnc(C(=O)NCCc3ccccc3)c2N)c(OC)c1
screen / no.	23	20	19	17
GPR35 arrestin U2OS	-9%	8%	8%	9%
NOD1 inhibition	-10%	26%	-16%	-8%
Rac1 GTP hydrolysis	15%	-11%	0%	4%
KOR beta-arrestin-1	0.3%	-4.1%	-2.0%	6.7%
GPR55 activation	0.2%	-0.2%	0.1%	-0.3%
NTR1 agonist	-0.6	0.8	-0.4	0.7
K1F lysis inhibition	3.4%	0.5%	-0.2%	0.4%
NTR1 agonist cell count 20 µM	40	51	55	62
KOR beta-arrestin-2	-16%	2%	-12%	-24%
GPR55 LPI antagonism	-3%	-4%	0%	5%

# (next part)
25	Cc1cccc(NS(=O)(=O)c2cccs2)c1
26	Cc1cccc(Oc2nc(CN3CCOCC3)nc3sc4c(c23)CCCC4)c1
27	COc1ccc(S(=O)(=O)NCCc2nnc3ccc(SCc4cccnc4)nn23)cc1
28	CCn1c2ccccc2c2cc(NC(=O)CSc3nnc(-c4ccc(OC)c(OC)c4)n3N)ccc21
29	CC(C)(C)NC(=O)C(c1ccc(F)cc1)N(CC1CCCO1)C(=O)c1csnn1 (stereo not given)
30	Cc1ccc(/C=C/C(=O)N2CCN(c3ccc(F)cc3)CC2)o1
31	CC(=O)Nc1nc2ccccc2n1Cc1ccc(Cl)cc1
32	CC1(C)OC(C(O)(c2ccccc2)c2ccccc2)[C@@H](C(O)(c2ccccc2)c2ccccc2)O1 (stereo not given in full)
screen / no.	25	26	27	28	29	30	31	32
GPR35 arrestin U2OS	-1%	4%	2%	-1%	5%	5%	-9%	12%
NOD1 inhibition	-11%	-15%	-18%	22%	-1%	-11%	-10%	-6%
Rac1 GTP hydrolysis	-1%	9%	2%	6%	1%	6%	-1%	4%
KOR beta-arrestin-1	-2.3%	14%	2.0%	1.7%	1.2%	2.6%	2.3%	-2.8%
GPR55 activation	-0.2%	0.4%	0.6%	0.1%	-0.2%	0.1%	-0.1%	0.0%
NTR1 agonist	0.4	9.2	0.1	-2.4	4.7	3.0	0.7	·
K1F lysis inhibition	0.2%	2.5%	i	-0.3%	-0.1%	8.5%	0.2%	-0.3%
NTR1 agonist cell count 20 µM	55	33	57	96	49	53	51	·
KOR beta-arrestin-2	13%	-33%	17%	7%	-11%	-18%	18%	-17%[20 µM]
GPR55 LPI antagonism	0%	12%	2%	11%	5%	0%	9%	-6%

33	c1ccc(C2Nc3ccccc3Oc3ccccc32)cc1 (stereo not given)
34	CSc1nc(NC(C)C)nc(N2CCOCC2)n1
35	CN(C)c1ccc(C2Nc3ccccc3C(=O)N2NS(C)(=O)=O)cc1 (stereo not given)
36	CSc1cccc(NC(=S)N2CCCN(Cc3ccccc3F)C2)c1
37	COC(=O)CSc1nc2cc(OC)ccc2cc1C#N
38	CC(=O)Nc1sc2c(c1C(c1ccc(Cl)cc1)N1CCOCC1)CCCC2 (stereo not given)
39	O=C(Nc1nccs1)c1cccc2ccccc12
40	COc1ccc(CN2CCN(c3cccc(C)c3C)CC2)cc1OC
41	COc1ccc(NC(=O)CSc2nc3ccccc3c(=O)n2Cc2cccs2)c(OC)c1
42	O=C(Nc1ccc(Cl)cc1)Nc1nnc(CSCc2ccc(Cl)cc2)s1
43	O=C1C(C=NCCCN2CCOCC2)=C(O)c2ccccc21
screen / no.	33	34	35	36	37	38	39	40	41	42	43
GPR35 arrestin U2OS	-5%	17%	-4%	6%	-10%	5%	3%	-1%	3%	-10%	-3%
NOD1 inhibition	2%	-39%	-6%	-36%	-86%	13%	24%	21%	-40%	5%	-25%
Rac1 GTP hydrolysis	3%	8%	7%	8%	9%	5%	12%	25%	·	9%	7%
KOR beta-arrestin-1	4.7%	-5.1%	-0.2%	2.1%	-0.4%	-9.4%	0.9%	-1.9%	22%	0.7%	-8.7%
GPR55 activation	0.4%	0.0%	-0.2%	-0.5%	-0.2%	0.0%	-0.1%	-0.1%	-0.3%	-0.1%	-0.1%
NTR1 agonist	0.6	2.2	1.8	0.4	3.7	9.7	-0.9	-2.3	1.4	-1.5	-1.7
K1F lysis inhibition	0.5%	0.5%	1.1%[50 µM]	0.1%	0.7%	4.0%	0.0%	0.4%	·	0.2%	-0.6%
NTR1 agonist cell count 20 µM	69	62	65	61	74	61	60	97	63	79	57
KOR beta-arrestin-2	-48%	40%	6%	-19%	-5%	-2%	-55%[20 µM]	-38%	-10%	3%	-2%
GPR55 LPI antagonism	20%	7%	-1%	8%	3%	12%	22%	8%	3%	8%	9%
